Bioassay records: PubChem, Broad Institute
S100A4 MyoIIA: inhibitors of human S100A4 binding to myosin IIA peptide | 360,000 compounds, 0.14% hits | S100A4/TAMRA-MyoIIA peptide fluorescence polarization | P26447 | inhibition, % at 10.7 µM;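 active means mean inhibition of at least 70% across replicates, with every replicate also reaching that level; inconclusive means mean inhibition reaches 70% but some replicates fall short; inactive means mean inhibition below 70%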
Target sequence (P26447 whole entry, looked up): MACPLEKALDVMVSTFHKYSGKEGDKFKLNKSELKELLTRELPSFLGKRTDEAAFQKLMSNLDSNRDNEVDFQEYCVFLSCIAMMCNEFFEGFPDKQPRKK
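Material: human S100A4 monomer with TAMRA-labelled myosin IIA peptide; buffer or medium: HEPES pH 7.2 with CaCl2, KCl, NaCl, DTT, Triton; compound dosing: one concentration per compound; schedule: 5 min incubation before reading; benchmarks: neutral control DMSO, positive control TFP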
PAX8 inh HTS: inhibitors of PAX8 transcriptional activity in RMG-I cells; RMG-I TPO-luciferase reporter, SteadyGlo, 24 h; 360,000 compounds, 1.2% hits; inhibition, % at 12.6 µM; AID 652154;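 active means mean replicate inhibition at least 60% with every replicate also reaching 60%; inconclusive means only one of the two criteria is met; inactive means mean below 60% and not all replicates reaching 60%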;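 further: luciferase light reporting Pax8 driven TPO promoter activity; plate controls were median of neutral control wells for no effect and mitoxantrone controls for full effect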
FN deposit inh: fibronectin deposition inhibition; AH1F fibroblasts, Alexa488-fibronectin deposition fluorescence, overnight; inhibition, % at 12.6 µM; 350,000 compounds, 0.086% hits;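 active means mean inhibition across replicates of 30% or more, regardless of how many single replicates reach that level; inconclusive means mean under 30% yet at least half of replicates reach 30%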;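 further: positive control wells lacked labelled fibronectin entirely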
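Assay system: AH1F fibroblast monolayer, labelled fibronectin deposition. Amount: 10000 cells per well. Also added: labelled fibronectin 24 nM. Compound: single-point pinned compound. Incubation: cell attachment 1 h, compound and FN exposure overnight. Detection: fluorescence after three HBSS washes, excitation 485 nm, emission 525 nm. Read-out: inhibition of fibronectin deposition signal.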
PGC1a acetyl inh: modulators of PGC1a acetylation | U2OS PGC1a acetylation, AlphaScreen anti-acetyl-lysine; with virally co-expressed GCN5 acetyltransferase | AID 651687 | inhibition, % at 15.6 µM | 350,000 compounds, 0.17% hits;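 active means every replicate shows inhibition of at least 40%; inconclusive means mean inhibition at least 40% but some replicate below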;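 further: 0% = neutral control wells and 100% = positive control wells; some results beyond the cut were filed as inactive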
LGR2 antag: Drosophila LGR2 receptor signaling inhibition; HEK293 LGR2, CRE-luciferase, bursicon-stimulated, 4 h; inhibition, % at 9.99 µM; 380,000 compounds, 0.35% hits;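 active means drop in luminescence signal, shown as inhibition above about 50% in the replicate tests, limit read from the data, passing the limit was not always enough; inconclusive means probably only some replicates passing the limit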;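 further: agonist challenge used bursicon conditioned medium at about half maximal strength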
ERAP1 HTS inh: ERAP1 (human) enzyme inhibition. inhibition, % at 10.7 µM. 340,000 compounds, 0.15% hits. recombinant ERAP1, Leu-AMC fluorescence, 60 min;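 active means mean replicate inhibition of at least 30%, or all replicates individually reaching that 30% level; inactive means mean below 30% and not every replicate reaching it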;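 further: 0% = neutral control wells and 100% = L-leucinethiol positive control wells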
Target sequence (Q9NZ08 whole entry, looked up): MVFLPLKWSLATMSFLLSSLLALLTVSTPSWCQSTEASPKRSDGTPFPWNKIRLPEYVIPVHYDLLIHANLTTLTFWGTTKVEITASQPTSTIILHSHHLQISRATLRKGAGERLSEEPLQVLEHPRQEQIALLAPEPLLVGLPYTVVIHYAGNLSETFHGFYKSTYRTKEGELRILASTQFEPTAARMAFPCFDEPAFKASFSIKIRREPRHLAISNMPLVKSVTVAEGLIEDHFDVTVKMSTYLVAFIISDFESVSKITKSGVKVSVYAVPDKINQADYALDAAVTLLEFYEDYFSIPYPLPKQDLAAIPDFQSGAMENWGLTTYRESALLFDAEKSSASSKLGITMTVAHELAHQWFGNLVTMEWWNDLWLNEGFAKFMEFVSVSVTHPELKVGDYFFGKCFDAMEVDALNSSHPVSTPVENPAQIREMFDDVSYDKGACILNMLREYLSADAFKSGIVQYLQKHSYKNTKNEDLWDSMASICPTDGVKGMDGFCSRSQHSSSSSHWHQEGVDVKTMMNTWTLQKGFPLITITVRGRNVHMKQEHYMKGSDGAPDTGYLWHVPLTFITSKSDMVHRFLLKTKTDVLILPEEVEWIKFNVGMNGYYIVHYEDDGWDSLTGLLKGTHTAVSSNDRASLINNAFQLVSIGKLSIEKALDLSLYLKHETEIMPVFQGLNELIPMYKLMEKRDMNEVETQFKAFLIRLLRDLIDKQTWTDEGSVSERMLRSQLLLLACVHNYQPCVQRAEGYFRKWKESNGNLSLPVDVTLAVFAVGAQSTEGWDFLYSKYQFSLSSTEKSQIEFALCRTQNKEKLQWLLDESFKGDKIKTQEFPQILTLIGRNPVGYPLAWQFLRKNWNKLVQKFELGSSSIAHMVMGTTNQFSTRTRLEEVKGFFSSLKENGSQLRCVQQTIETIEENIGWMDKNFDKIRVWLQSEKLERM
PglD inh: blocks C. jejuni PglD acetyltransferase activity; purified PglD enzyme, DTNB colorimetric CoA detection; inhibition, % at 12.5 µM; 360,000 compounds, 0.098% hits; AID 602405; in the data active means inhibition above about 16%, passing the limit was not always enough; inconclusive means no clear call, values can overlap the other calls; further: strong numbers were not always called active
EWS-Fli inh: EWS/Fli transcriptional activity inhibition; A673 NR0B1-luciferase reporter, viability-normalised; inhibition, % at 12.6 µM; 350,000 compounds, 0.67% hits;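 active means mean inhibition of at least 50% after viability correction, with every replicate also passing that limit; inconclusive means mean reaches 50% but only one of two replicates passes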;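 further: firefly luciferase signal divided by Alamar Blue viability fluorescence both relative to DMSO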
Starred values were filed as active, the others as inactive; ? = inconclusive; nt = no result given; & = joins results of further samples.

SMILES	S100A4 MyoIIA	PAX8 inh HTS	FN deposit inh	PGC1a acetyl inh	LGR2 antag	ERAP1 HTS inh	PglD inh	EWS-Fli inh
CCOc1ccc(-c2[nH]ncc2-c2ccc(Cl)cc2)c(O)c1	0	-8	-1	-8	-2	1	2	17
N/C(=N\OC(=O)CSc1ccccc1)c1ccc([N+](=O)[O-])cc1	0	-75	nt	nt	-81	4	nt	-14
C[C@@H]1CCCCO[C@H](CN(C)Cc2ccc3c(c2)OCO3)[C@@H](C)CN([C@@H](C)CO)C(=O)c2cc(NC(=O)C3CCCCC3)ccc2O1	-2	6	nt	nt	20	-1	3	6
COC(=O)c1ccc(NC(=O)c2cc[n+](Cc3ccccc3)cc2)cc1	-5	-1	2	-1	7	1	-3	5
COc1ccc(/C=C2\CN(Cc3ccccc3)C/C(=C\c3ccc(OC)c(O)c3)C2=O)cc1O	3	90*	-2	nt	33	1	-5	62*
O=C(Nc1cccc(Cl)c1)N1CCSc2cc(Cl)ccc21	nt	-21	1	4	nt	nt	5	nt
NCCCC[C@H]1CNC(=O)C(=O)N1CCCCC1CCCCC1	-7	1	0	nt	-2	5	0	-20
CCOC(=O)c1ccc(NC(=O)NNS(=O)(=O)c2cc(OC)ccc2OC)cc1	-1	-8	2	nt	-8	-1	-2	nt
O=S1(=O)CCSC[C@@H](CN2CCOCC2)N1	0	3	7	nt	-14	-2	nt	-7
CCCNC(=O)c1cc2c(c(-c3cccc(-c4cccc(F)c4)c3)n1)[C@H](CCO)N([S@@](=O)C(C)(C)C)C2	-18	?	nt	-4	nt	3	-4	4
CSc1ccc(CN(C)C(=O)CN2C(=O)NC3(CCCC3)C2=O)cc1	2	-10	14	nt	13	2	-3	10
COc1cc(C2C3=C(CCCC3=O)Nc3[nH]n(-c4ccccc4)c(=O)c32)cc(OC)c1OC (centres undefined)	-4	6	-3	-11	0	2	nt	1
COc1ccc(S(=O)(=O)N2CCCCC2)cc1NC(=O)Cn1cnc2ccccc2c1=O	-19	5	-2	7	16	2	3	9
C[C@@H]1CCCCO[C@H](CN(C)S(=O)(=O)c2ccccc2)[C@H](C)CN([C@H](C)CO)C(=O)c2cc(NS(C)(=O)=O)ccc2O1	8	5	nt	-2	-1	-2	-3	-2
CO[C@@H]1CN(C)C(=O)c2cc(NC(=O)c3ccccc3)ccc2OC[C@@H](C)NC[C@@H]1C	8	-5	9	2	5	-4	-6	-7
Cc1cc(CSc2ccccc2)ccc1NC(=O)c1ccc(Br)cc1	0	8	18	nt	4	6	nt	-9
C/C=C/c1ccc([C@H]2[C@H](CO)N3CCCCN(S(=O)(=O)c4cccc(C)c4)C[C@@H]23)cc1	19	-3	nt	-1	5	0	10	20
Cc1ccc(-c2nnn(CC(=O)N(CC(=O)NC3CCCC3)c3ccc(F)c(Cl)c3)n2)o1	10	nt	nt	nt	-1	1	4	nt
Cn1nnc(NC(=S)NC(=O)c2cccc3ccccc23)n1	8	-1	-4	0	20	0	1	5
COc1ccc(NC(=O)CSc2nc3ccccc3c(=O)n2CCCN2CCOCC2)c(OC)c1	-15	18	-6	nt	-4	1	0	-1
CCOC(=O)C1CCN(C(=O)COC(=O)C23CC4CC(CC(C4)C2)C3)CC1	-4	-11	6	4	4	2	0	-7
C[C@@H](NC(=O)C[C@@H]1CC[C@@H](NC(=O)C2CCOCC2)[C@H](CO)O1)c1ccccc1	7	0	-13	-9	6	2	0	-6
CNC[C@H]1Oc2cc(C#Cc3ccc(F)cc3)ccc2S(=O)(=O)N([C@@H](C)CO)C[C@@H]1C	0	16	nt	-1	-9	1	5	4
COc1ccc(CN2CCC2(C)C(=O)Nc2cnc3ccccc3c2)c2ccccc12 (centres undefined)	-1	3	6	-4	37	1	-4	3
O=C(CCN1C(=O)C2C3CCC(C3)C2C1=O)Nc1ccc([N+](=O)[O-])cc1 (centres undefined)	-4	12	-15	nt	2	-2	nt	2
CCOC(=O)C1CCN(S(=O)(=O)c2ccc3[nH]c(=O)oc3c2)CC1	-6	5	-13	8	20	5	6	1
COc1ccc(CN(C)C[C@H]2Oc3ccc(NS(=O)(=O)c4ccc(C)cc4)cc3C(=O)N([C@H](C)CO)C[C@@H]2C)cc1	-11	6	nt	-6	-18	-14	2	-2
COc1ccc(CN(C)C[C@H]2OCCCC[C@H](C)Oc3ccc(NC(=O)Nc4cccc5ccccc45)cc3C(=O)N([C@H](C)CO)C[C@@H]2C)cc1	-5	-14	nt	7	2	-3	1	35
CC1(c2ccccc2)NC(=O)N(CC(=O)Nc2ccc([N+](=O)[O-])cc2)C1=O (centres undefined)	7	14	-8	3	10	6	5	5
COc1ccc(S(=O)(=O)N2CCOCC2)cc1C(=O)NC1CCCCCC1	0	-6	3	6	28	0	5	6
COc1ccc(-c2csc(-c3ccc(O)cc3)n2)cc1	5	-84	27	nt	-106	3	nt	17
Cc1ccccc1S(=O)(=O)N1C[C@H](O)COC[C@@H]2O[C@@H](CC(=O)N3CCN(C)CC3)CC[C@H]21	4	-9	-4	-5	-1	-1	0	1
C[C@@H]1CCCCO[C@H](CN(C)C(=O)CCC(F)(F)F)[C@@H](C)CN([C@H](C)CO)C(=O)c2cc(NS(C)(=O)=O)ccc2O1	-2	-9	nt	10	8	3	-3	-1
CCOc1ccc(CCNC(=O)CSc2cc(=O)n(C)c3ccccc23)cc1OCC	nt	0	1	4	13	nt	-1	nt
CN(C)/C=C/C(=O)c1cnc2n(c1=O)CCS2	1	13	-3	-11	nt	0	nt	-7
COC(=O)CNc1nc(Cl)nc(N2CCC(C)CC2)n1	-8	3	-7	-7	-6	nt	nt	-1
Cc1cc(C)nc(SC2CCCCC2O)n1 (centres undefined)	0	nt	6	-10	9	-4	0	nt
COc1cccc(C(C)(O)c2nc(-c3ccoc3)cs2)c1 (centres undefined)	0	-5	-9	-5	2	0	7	-8
S=C(Nc1ccc2nc(-c3ccccn3)c(-c3ccccn3)nc2c1)N1CCCCCC1	17	6	0	-1	10	1	nt	-8
Cc1ccc(S(=O)(=O)N2CCN(C(=O)CCCOc3ccc(Cl)cc3C)CC2)cc1	2	30	2	nt	18	-2	nt	1
COC(=O)NCCOC(=O)N(O)c1ccc(Br)cc1	5	nt	nt	0	-34	1	5	-9
CCc1nnc(NC(=O)CSc2nc(C)nc3c2c(=O)n(C)c(=O)n3C)s1	-13	8	4	7	1	1	-1	9
COc1ccc(NC(=O)CSCC(=O)N2c3ccccc3CCc3ccccc32)cc1	4	23	nt	nt	7	-6	nt	2
CCNC(=O)[C@@H]1[C@@H](CO)[C@@H]2Cn3c(cccc3=O)[C@@H]2N1Cc1cccc(F)c1	6	-3	nt	nt	-1	0	1	-2
COc1ccc(NC(=O)Nn2cnnc2)cc1OC	0	5	15	nt	-6	-3	-1	nt
O=C(CSc1n[nH]c(-c2ccccc2)n1)Nc1ncccn1	nt	-2	-1	3	-3	nt	nt	nt
COc1ccc(OC)c(S(=O)(=O)NC(=O)C2(C)CCN2C(=O)Cc2ccccc2Cl)c1 (centres undefined)	16	7	-6	3	1	6	1	-3
O=c1c2c(-c3ccccc3)csc2ncn1/N=C/c1cccc([N+](=O)[O-])c1O	0	21	-2	nt	-6	-4	-2	5
O=C(c1cccc(F)c1)N1CC[C@@H]2[C@@H](CO)Nc3ccc(-c4ccccc4F)cc3[C@@H]21	nt	14	-7	-2	22	nt	6	-1
COC(=O)c1cccc(N(C(=O)CNC(=O)c2cccs2)C(C(=O)NCC2CCCO2)c2ccc(OC)c(OC)c2)c1 (centres undefined)	5	-15	10	-8	-5	-5	0	1
COC(=O)c1ccc(Cn2c(O)c(N=O)c3ccccc32)o1	-4	15	-2	13	nt	0	-1	nt
O=C(Nc1ccc(Cl)c(S(=O)(=O)N2CCOCC2)c1)C1CCC1	-20	5	-5	1	14	0	-3	4
Cn1cc(CN2CCN(c3ncccn3)CC2)c(-c2cccc(Cl)c2)n1	0	1	-13	-7	-108	-2	-4	4
C/C(=N\N=C1\NC(=O)CS1)c1cccs1	-7	-23	8	nt	nt	1	nt	-12
Cc1ccc(S(=O)(=O)N2CCCN(C(=O)CNC(=O)c3ccccc3)CC2)cc1	3	-16	nt	nt	-3	-1	nt	-1
C[C@@H]1CN([C@H](C)CO)C(=O)Cc2cc(NC(=O)Cc3ccccc3)ccc2O[C@H]1CN(C)S(=O)(=O)c1ccc(Cl)cc1	-6	-3	4	2	-4	1	-3	-3
Cc1nn(Cc2c(F)c(F)c(F)c(F)c2F)c(C)c1NC(=O)c1c([N+](=O)[O-])c(C)nn1C	nt	nt	5	-3	-15	nt	-2	nt
CCOCCn1ccc2c(OCC(=O)Nc3cc(OC)ccc3OC)cccc2c1=O	3	50	12	0	-3	0	0	8
CC(C)NC(=O)N(C)C[C@@H]1Oc2ccc(NC(=O)C3CCCCC3)cc2C(=O)N([C@@H](C)CO)C[C@@H]1C	-12	14	nt	nt	-9	-2	-3	2
CCOc1ccc(S(=O)(=O)N(C)CC(=O)NCc2ccc3c(c2)OCO3)cc1	-3	15	5	-16	7	-2	1	4

(more compounds)
SMILES	S100A4 MyoIIA	PAX8 inh HTS	FN deposit inh	PGC1a acetyl inh	LGR2 antag	ERAP1 HTS inh	PglD inh	EWS-Fli inh
c1csc(CNc2ncnc3nc[nH]c23)c1	-4	-4	12	7	4	-4	4	-15
CCNC(=S)Nc1ccccc1-c1ccccc1	-6	12	3	nt	-2	0	nt	15
C[C@H]1CN([C@@H](C)CO)C(=O)c2cc(NC(=O)CCC(F)(F)F)ccc2O[C@H]1CN(C)C(=O)Nc1ccccc1	?	-17	-1	4	19	-2	-3	-4
Cc1nn(Cc2ccccc2Cl)c(Cl)c1C(=O)NCCc1ccccc1	0	-131	14	1	-70	-3	nt	-17
CN(c1ccc(C(=O)NCc2cccnc2)cc1)S(=O)(=O)c1ccc(Cl)cc1	-2	nt	0	nt	2	-3	6	0
CCCCNc1c(-c2ccc(SC3CCCCC3)c(OC)c2)nc2ccc(C)cn12	-1&-6	-2&10	11&0	nt	16&-2	-3&-3	-2	29&27
N#C/C(=N\Nc1cccc([N+](=O)[O-])c1)C(=O)c1ccc(Br)cc1	-1	91*	-4	5	44	-5	-11	26
CN(C)C(=S)NC(=O)c1cccc(Cl)c1	3	8	-5	2	-15	0	-3	18
CCOC(=O)C1(CCCc2ccccc2)CCN(C(=O)c2n[nH]c(CC)c2C)CC1	-4	0	-8	-3	22	-2	0	0
Cc1cc(C)nc(NS(=O)(=O)c2ccc(NC(=O)C3(c4ccc([N+](=O)[O-])cc4)CCCC3)cc2)n1	nt	11	-2	17	2	nt	-4	nt
Brc1cc2c(cc1Br)OCCOCCOCCOCCO2	6	10	nt	-18	5	-3	nt	3
O=C(NCC(=O)N1CCCCC1)c1ccc(Br)o1	4	-41	-12	5	-20	3	-6	-35
COc1ccc(-c2cc3c(c4c2ccn4C)C2CCC3C2)cc1F (centres undefined)	44	14	2	-14	-2	-2	8	-1
